Source: PubChem BioAssay
All columns: NCI-60 one-dose screen, growth in % after 48 h at 10 µM unless noted; 100 = growth as untreated, 0 = no growth, -100 = all killed.
A498: A498 renal cancer cells; AID 1794774; 5.4% of 76,000 active
SN12C: SN12C renal cancer cells; 3.8% of 81,000 active; AID 1794767
CAKI-1: CAKI-1 renal cancer | AID 1794772 | 4.7% of 75,000 active
TK-10: TK-10 renal cancer cells; 3.9% of 81,000 active; AID 1794769
UO-31: UO-31 renal cancer; 5.2% of 81,000 active; AID 1794768
786-0: 786-0 renal cancer cells; 5.1% of 81,000 active
ACHN: ACHN renal cancer | 4.9% of 81,000 active | AID 1794771
RXF 393: RXF 393 renal cancer cells. 6.9% of 77,000 active. AID 1794773
Starred values were filed as active, the others as inactive; / = not tested or not shown; & = joins results of further samples. How the source made its calls: active means growth percent below 10; inactive means the rest. An unsorted share of the library; any-hit rate near 10%.

Start of the listing, in advance (three entries):
SMILES	A498	SN12C	CAKI-1	TK-10	UO-31	786-0	ACHN	RXF 393
CCNCCNc1cc(-c2ccc(Cl)cc2)c(C#N)c2nc3ccccc3n12	2.9*	45	40	-20*	-95*	-58*	-60*	-83*
Cc1ccc(-c2c(C#N)c(N)nc3c2CCCC3C)cc1 (configuration not stated)	99	94	101	127	90	99	94	94
CCOC(=O)CNC(=O)C1(NC(=O)CNC(=O)OCc2ccccc2)CCCC1	102	94	95	102	99	95	103	135

This part in full, repeating the preview:
SMILES	A498	SN12C	CAKI-1	TK-10	UO-31	786-0	ACHN	RXF 393
CCNCCNc1cc(-c2ccc(Cl)cc2)c(C#N)c2nc3ccccc3n12	2.9*	45	40	-20*	-95*	-58*	-60*	-83*
Cc1ccc(-c2c(C#N)c(N)nc3c2CCCC3C)cc1 (configuration not stated)	99	94	101	127	90	99	94	94
CCOC(=O)CNC(=O)C1(NC(=O)CNC(=O)OCc2ccccc2)CCCC1	102	94	95	102	99	95	103	135
OCC#Cc1cn(Cc2ccccc2)c2c(N3CCOCC3)ncnc12	72	94	87	99	77	100	96	102
CC1CCc2c(ccc3ccccc23)C1=O (configuration not stated)	93&103	96&110	99	77&108	92&98	105&111	103&98	109&117
Br/C=C/c1ccccc1	98	100	102	110	98	107	111	108
[2H]C1NCCCC1([2H])c1ccc(-n2cc3cccc(C(N)=O)c3n2)cc1 (configuration not stated)	115	84	/	89	75	91	66	104
COc1cc(/C=C/C(=O)c2c(C)[n+]([O-])c3ccccc3[n+]2[O-])ccc1O	101	101	/	56	80	62	95	111
O=C(/C(=C/c1ccccc1)CN1CCCCC1)c1ccccc1	-77*	-48*	-3.3*	-41*	-94*	-91*	-59*	-78*
N=C(N)c1ccc(-c2ccc(-c3ccc(Cl)cc3Cl)o2)nc1	/	-43*	54	61	-16*	-22*	12	64
CCCC(CCC(=O)O)(CCC(=O)O)[N+](=O)[O-]	101	106	102	92	88	101	102	113
N#C/C(=N\Nc1ccccc1)C(=O)Nc1cc(-c2ccccc2)nn1-c1ccccc1	1.6*	3.4*	38	39	30	50	39	37
C=C1C(=O)O[C@H]2[C@H]1CC/C(COC(=O)NCCc1c[nH]c3ccc(Cl)cc13)=C\CC[C@@]1(C)O[C@@H]21	/	-70*	-100*	-97*	-100*	-79*	-100*	-94*
Cc1ccc2c(c1)C(=O)/C(=C/c1ccc(OCC(=O)c3ccc(Cl)cc3)cc1)CS2	103	108	99	104	91	108	104	104
O/N=C\c1cc(-c2ccc(Cl)cc2)on1	90	100	99	115	93	102	109	/
O=C1CSc2ccc3nsnc3c2N1	100	95	/	122	88	105	105	99
OCC1OC(O)C(O)C(O)C1O (configuration not stated)	105	103	89	100	97	110	100	124
O=C(NCn1c(=O)[nH]c2ccccc2c1=O)OCc1ccccc1	85	97	89	93	85	100	99	96
COc1cc(Cl)cc(-c2nn(C(=O)NS(=O)(=O)c3cccc(Br)c3)cc2-c2ccncc2)c1	87	87	78	86	61	63	83	65
COc1ccc(C2C(Oc3ccccc3)C(=O)N2c2ccc(OC)cc2)cc1 (configuration not stated)	92	94	81	116	85	92	99	101
Cc1ccc(/C=N/Nc2ccc([N+](=O)[O-])cn2)cc1	95	95	87	109	98	95	95	107
Cc1cccc(-c2nnc(-c3nc4ccccc4nc3Cl)o2)c1	93	99	84	133	82	106	95	100
CC(=O)c1c(C)nc(SCC(=O)Nc2ccc(F)cc2)n1-c1ccc(Cl)cc1	85	99	90	113	87	96	98	/
O=C(Nc1cccc2c1Oc1ccccc1O2)C(F)(F)F	91	101	85	116	177	91	107	111
COc1ccc(-c2c(C#N)c(N)n3nc(N)c(C#N)c3c2C#N)cc1	102	87	95	105	73	105	97	111
C1CC1C(=NN=C(C1CC1)C1CC1)C1CC1	/	106	108	99	106	110	103	107
N#Cc1c(-c2ccc(Br)cc2)n2cnnc2[nH]c1=O	87	91	103	/	97	103	100	111
CN(C(=O)CN1C(=O)/C(=C/c2ccco2)SC1=S)C1CCS(=O)(=O)C1 (configuration not stated)	103	104	94	122	88	93	106	108
CCOC(=O)c1ccc(NC(=O)Nc2cnn(-c3ccc(S(N)(=O)=O)cc3)c2-c2ccccc2)cc1	99	98	/	91	87	101	109	/
O=C(O)CNC(=O)CSc1nnc(-c2ccc(NC(=O)c3cccnc3)cc2)o1	105	98	95	103	90	105	109	112
COC(=O)C12C3C(=O)N(c4ccc(Cl)cc4)C(=O)C3C(c3cn(-c4ccccc4)nc3-c3ccccc3)N1[C@H](c1cn(-c3ccccc3)nc1-c1ccccc1)[C@@H]1C(=O)N(c3ccc(Cl)cc3)C(=O)[C@@H]12 (some centres not stated)	100	103	96	119	83	102	92	107
CCOC(=O)c1c(C)nc2c(c1N)/C(=C/c1ccc[nH]1)C(=O)N2c1cc(OC)c(OC)c(OC)c1	83	92	90	101	83	94	87	86
COC(=O)C1(CS(C)(=O)=O)NC(=S)NC(=O)C1C#N (configuration not stated)	97	92	93	101	92	99	114	100
COc1ccc2[nH]c(=O)c(CSc3ccc(Nc4nccc(-c5ccc(C(F)(F)F)cc5)n4)cc3)cc2c1	128	100	92	110	86	103	85	/
COc1cc(CNC(=O)/C=C/C=C/c2ccc3c(c2)OCO3)ccc1OCc1cn(-c2ccc(Cl)c(Cl)c2)nn1	/	34	-17*	-11*	45	-41*	-51*	-24*
O=C(O)CC(O)(CC(=O)O)C(=O)O	109&102&109	98&106&106	98&95&108	129&104&116	81&96&110	115&103&108	97&109&105	100&112&132
CCOC(=O)c1c(O)cc(-c2ccc(Cl)cc2)cc1-c1sc(N(C)Cc2ccccc2)nc1Cl	111	90	87	110	85	106	104	/
CC1(C)[C@@H]2CC[C@]1(C)[C@@H](OC(=O)CSC#N)C2	/	101	113	107	88	104	118	135
COc1ccc(-c2nc3sc(C4CC4)nn3c2/C=C2/C(=O)Nc3ccc(OC)cc32)cc1	49	92	79	96	76	86	78	64
O=C(O)c1ccc(Nc2ccnc(SCC(=O)c3ccc([N+](=O)[O-])cc3)n2)cc1	94	101	90	110	67	107	100	89
CN(CCO)c1ccccc1	102	109	97	103	91	104	101	110
CN1c2ccccc2[C@]2(C)Cc3ccccc3N[C@H]12	101	107	101	94	65	98	110	99
O=C(c1ccc(Cc2n[nH]c(=O)c3cccnc23)cc1)N1CCN(c2ccc(C(F)(F)F)cc2)CC1	102	88	79	105	63	92	94	76
COc1cccc(-c2nc3occn3c2-c2ccnc(NCCNS(=O)(=O)c3ccccc3)n2)c1	/	91	80	126	62	86	84	86
Oc1ccccc1N=Cc1ccc2c(c1)OCO2	87	108	102	124	79	110	100	114
O=C1CCc2ccc(OCCCCN3CCN(c4cccc(Cl)c4Cl)CC3)cc2N1	84	70	63	67	55	64	72	54
SCCNCc1ccco1	111	110	108	107	93	99	116	114
COc1ccccc1C(=O)Nc1cccc(-c2cc(=O)c3c(O)c(OC)c(OC)cc3o2)c1	74	95	91	101	85	89	95	112
CC1(C)CC(=O)C2(CNC3=C(CCC(C)(C)C3)C2)C(=O)C1	106	109	111	/	88	108	91	109
CC(C)[C@@H](C(=O)N(C(=O)NC1CCCCC1)C1CCCCC1)N1C(=O)c2ccccc2C1=O	101	102	82	65	74	97	100	106
Next compounds:
SMILES	A498	SN12C	CAKI-1	TK-10	UO-31	786-0	ACHN	RXF 393
COc1ccc(-c2cc(-c3cc(-c4ccc(OC)cc4)on3)no2)cc1	124	98	88	112	84	102	109	122
Fc1ccc(NC(=S)N/N=C\c2ccc(Cl)cc2Cl)cc1	123	101	115	123	80	103	110	125
O=C1NC(=O)N2CCSC2(Cc2ccccc2)N1 (configuration not stated)	116	95	104	105	92	101	101	111
N#Cc1cnn2c(-c3ccc(Cl)cc3)nc(NCCc3ccccc3)nc12	101	100	/	102	73	92	94	116
O=C1CCCc2cc(OCCCCN3CCCCC3)ccc2N1	113	102	99	102	88	107	109	105
CS(=O)(=O)c1ccc(-n2nc(-c3ccc(Oc4ccccc4)cc3)c3ccccc3c2=O)cc1	84	96	94	101	61	100	97	90
COc1cc(/C=N/N=C2\C(=O)Nc3ccc(Br)cc32)ccc1F	89	100	96	161	84	107	99	/
NC(CO)C(=O)O (configuration not stated)	110	107	102	112	102	105	103	109
COc1cc(/C=C2\CCOC2=O)cc(OC)c1OC	104	92	132	100	94	99	110	/
COc1ccc(-c2[nH]ncc2-c2cc3c(c(OC)c2)OCC(=O)N3)cc1	-21*	36	26	1.9*	36	27	37	-35*
CCC(C)NCCOC(=O)c1ccc([N+](=O)[O-])cc1 (configuration not stated)	88	102	101	120	89	100	113	99
Cc1cc(C)cc(/C=N/NC(=O)c2ccc(-n3cc(-c4ccccc4)nn3)cc2)c1	112	97	92	111	82	101	93	99
CCOC(=O)c1ccc(Nc2ccnc(SCC(=O)c3ccc(-c4ccccc4)cc3)n2)cc1	91	96	89	122	83	97	100	/
CN1CCN(CC(=O)Nc2nc3c(s2)Nc2ccccc2NC3=O)CC1	76	106	100	93	94	96	111	/
COc1ccc2nc(-c3ccc(Cl)cc3)cc(C(=O)O)c2c1	84	93	/	143	76	99	109	116
CSc1nc2ccccc2cc1Cc1cc(-c2ccccc2)n[nH]c1=O	95	94	92	127	87	93	93	107
NC(N)=Nc1ccc(Oc2cccc(NC(N)=Nc3ccc(Cl)c(C(F)(F)F)c3)c2)cc1	54	31	/	74	87	81	88	/
O=C1ON=[N+](c2ccc(Cc3ccc([N+]4=NOC(=O)C4CN4CCOCC4)cc3)cc2)C1CN1CCOCC1 (configuration not stated)	54	80	49	74	44	74	/	72
O=C(Nc1nncs1)c1cccs1	83	86	99	91	90	98	100	100
COc1ccc(COC(C)=O)cc1	89	124	105	126	97	99	99	108

Some of these compounds in order of length of the SMILES, falling:
SMILES	A498	SN12C	CAKI-1	TK-10	UO-31	786-0	ACHN	RXF 393
O=C1ON=[N+](c2ccc(Cc3ccc([N+]4=NOC(=O)C4CN4CCOCC4)cc3)cc2)C1CN1CCOCC1 (configuration not stated)	54	80	49	74	44	74	/	72
CC(C)[C@@H](C(=O)N(C(=O)NC1CCCCC1)C1CCCCC1)N1C(=O)c2ccccc2C1=O	101	102	82	65	74	97	100	106
CS(=O)(=O)c1ccc(-n2nc(-c3ccc(Oc4ccccc4)cc3)c3ccccc3c2=O)cc1	84	96	94	101	61	100	97	90
NC(N)=Nc1ccc(Oc2cccc(NC(N)=Nc3ccc(Cl)c(C(F)(F)F)c3)c2)cc1	54	31	/	74	87	81	88	/
COc1ccccc1C(=O)Nc1cccc(-c2cc(=O)c3c(O)c(OC)c(OC)cc3o2)c1	74	95	91	101	85	89	95	112
CCOC(=O)c1ccc(Nc2ccnc(SCC(=O)c3ccc(-c4ccccc4)cc3)n2)cc1	91	96	89	122	83	97	100	/
Cc1cc(C)cc(/C=N/NC(=O)c2ccc(-n3cc(-c4ccccc4)nn3)cc2)c1	112	97	92	111	82	101	93	99
COc1ccc(-c2[nH]ncc2-c2cc3c(c(OC)c2)OCC(=O)N3)cc1	-21*	36	26	1.9*	36	27	37	-35*
O=C1CCc2ccc(OCCCCN3CCN(c4cccc(Cl)c4Cl)CC3)cc2N1	84	70	63	67	55	64	72	54
COc1ccc(-c2cc(-c3cc(-c4ccc(OC)cc4)on3)no2)cc1	124	98	88	112	84	102	109	122
CC1(C)CC(=O)C2(CNC3=C(CCC(C)(C)C3)C2)C(=O)C1	106	109	111	/	88	108	91	109
COc1cc(/C=N/N=C2\C(=O)Nc3ccc(Br)cc32)ccc1F	89	100	96	161	84	107	99	/
CSc1nc2ccccc2cc1Cc1cc(-c2ccccc2)n[nH]c1=O	95	94	92	127	87	93	93	107
COc1ccc2nc(-c3ccc(Cl)cc3)cc(C(=O)O)c2c1	84	93	/	143	76	99	109	116
Fc1ccc(NC(=S)N/N=C\c2ccc(Cl)cc2Cl)cc1	123	101	115	123	80	103	110	125
O=C1CCCc2cc(OCCCCN3CCCCC3)ccc2N1	113	102	99	102	88	107	109	105
COc1cc(/C=C2\CCOC2=O)cc(OC)c1OC	104	92	132	100	94	99	110	/
O=C1NC(=O)N2CCSC2(Cc2ccccc2)N1 (configuration not stated)	116	95	104	105	92	101	101	111
O=C(Nc1nncs1)c1cccs1	83	86	99	91	90	98	100	100
NC(CO)C(=O)O (configuration not stated)	110	107	102	112	102	105	103	109

More results.
SMILES	A498	SN12C	CAKI-1	TK-10	UO-31	786-0	ACHN	RXF 393
COc1ccc2[nH]c(=O)c(CSc3ccc(N)cc3)cc2c1	96	100	61	95	69	84	61	/
CN=S(C)(=O)c1ccc(-c2cnc(N)c(C(=O)Nc3ccccc3)n2)cc1 (configuration not stated)	113	100	102	100	94	111	103	110
COc1cc(/C=C2\CCCC3C2=Nc2ccccc2NC3c2cc(OC)c(OC)c(OC)c2)cc(OC)c1OC (configuration not stated)	-22*	-4.3*	6.5*	/	5.6*	1.9*	-23*	-50*
CCCC(/C=C/C(C)C)(C(=O)OCC)C(=O)OCC	113	105	99	/	86	105	98	/
O=C1c2ccccc2C(=O)N1c1n[nH]c2nc3ccccc3cc12	/	104	91	96	85	106	99	106
